High-throughput results deposited in PubChem by several laboratories.
PPARg SRC2 recr: PPARgamma-driven SRC-2 recruitment agonism; P37231; PPARgamma LBD-SRC-2 recruitment, biochemical; activation, % at 8 µM; AID 1032; actives 0.34% (n = 200,000); in the data active means activation above about 22%;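 further: 0% = vehicle and 100% = reference agonist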
Target sequence (P37231 whole entry, looked up, the tested form may be a part): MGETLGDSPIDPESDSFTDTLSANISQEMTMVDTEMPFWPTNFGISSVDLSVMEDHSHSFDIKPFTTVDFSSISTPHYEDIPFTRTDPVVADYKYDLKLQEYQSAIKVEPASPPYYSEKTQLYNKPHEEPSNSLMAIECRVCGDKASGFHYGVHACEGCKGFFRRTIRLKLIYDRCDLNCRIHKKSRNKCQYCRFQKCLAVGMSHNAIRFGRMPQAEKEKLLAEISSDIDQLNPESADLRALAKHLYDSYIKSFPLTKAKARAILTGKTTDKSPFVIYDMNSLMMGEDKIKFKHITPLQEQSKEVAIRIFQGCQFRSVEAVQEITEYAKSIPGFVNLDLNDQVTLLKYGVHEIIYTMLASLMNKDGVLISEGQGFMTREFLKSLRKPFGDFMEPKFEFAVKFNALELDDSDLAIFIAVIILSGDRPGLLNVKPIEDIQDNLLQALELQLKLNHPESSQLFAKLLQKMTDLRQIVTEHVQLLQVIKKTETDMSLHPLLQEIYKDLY
TR-FRET SRC-2 ct: counter-screen for PPARgamma SRC-2 recruitment agonists: TR-FRET artefact; stronger effect = higher value; TR-FRET ratio at 8 µM; actives 0.4% (n = 200,000); AID 1049; in the data active means TR-FRET ratio above about 2000; further: inactives centre near 1500
Lmaj promast: Leishmania major promastigote growth inhibition; AID 1063; Leishmania major promastigotes, resazurin fluorescence viability; actives 9% (n = 200,000); inhibition, % at 10 µM; in the data active means inhibition above about 50%;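 further: promastigotes grown with compound for 44 hours at 28 °C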
S1P3 antagonist: S1P3 (human) receptor antagonism | inhibition, % at 4.98 µM | actives 0.27% (n = 170,000) | CHO S1P3 NFAT-BLA reporter, FRET fluorescence, antagonist mode;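 active means inhibition above the plate cutoff, the mean inhibition of test wells on that plate plus 3 SD, cut at about 28% in these data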;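 further: cells challenged with S1P at its EC80 of 0.8 µM; blue over green emission ratio from cleaved BLA substrate after 4 h stimulation; 0% = S1P-stimulated wells and 100% = unstimulated DMSO-only wells; some compounds past the cut are filed as inactive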
PPARg SRC-1 ag: agonists of human PPARgamma SRC-1 coactivator recruitment; P37231; PPARgamma-SRC-1 coactivator recruitment biochemical assay; activation, % at 8 µM; actives 0.41% (n = 200,000); AID 631; in the data active means activation above about 19%;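 further: 0% = DMSO and 100% = reference agonist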
bIAP inh: blocks bovine intestinal alkaline phosphatase activity. purified bovine IAP, CDP-star luminescence, 30 min. inhibition, % at 20 µM. 190,000 tested, under 10 active;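 active means over 50% inhibition of intestinal alkaline phosphatase at 20 µM in the single-dose screen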
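test system = bovine IAP enzyme | medium = DEA buffer 100 mM, pH 9.8, with MgCl2 1.0 mM, ZnCl2 0.02 mM | detection = luminescence | dosing = single compound dose of 20 µM, 2% DMSO final | incubation = 30 min reaction at room temperature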
Redox H2O2 prof: compounds producing H2O2 with reducing agent – biochemical, NIH compound library profiling, artefact control for MLSCN library redox annotation, primary screen; DTT-dependent redox cycling H2O2, phenol red/HRP absorbance; 100% = 100 µM peroxide control, 0% = buffer; activation, % at 10 µM; actives 0.03% (n = 200,000); AID 878;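 active means activation of at least 50% relative to the plate's high and low controls in the primary single-dose screen; inactive means activation below 50%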;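 further: compound incubated with DTT at 0.8 mM final as the reducing agent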
HMGR II inh: E. faecalis class II HMG-CoA reductase inhibition | purified E. faecalis HMGR, NADPH absorbance 340 nm kinetic | inhibition, % at 10 µM | actives 0.41% (n = 190,000) | AID 1066;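 active means inhibition above a set limit, the median over all tested compounds plus 3 SD, cut at about 9.5% in these data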;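 further: enzyme runs in reverse so mevalonate oxidation gives rising NADPH absorbance; 0% = complete reaction with DMSO and 100% = background rate lacking mevalonate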
ROMK primary: modulators of human ROMK potassium channel. B-score at 10 µM. Tet-inducible ROMK, thallium flux fluorescence; actives lie on both sides. actives 2% (n = 130,000). P48048;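 active means signal ratio slope over the read window, or its plate-corrected B-score, at least 3 SD from the plate mean, either direction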;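 further: B-score of the F/F0 ratio slope over 7 to 12 s after thallium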
Target sequence (P48048 whole entry, looked up): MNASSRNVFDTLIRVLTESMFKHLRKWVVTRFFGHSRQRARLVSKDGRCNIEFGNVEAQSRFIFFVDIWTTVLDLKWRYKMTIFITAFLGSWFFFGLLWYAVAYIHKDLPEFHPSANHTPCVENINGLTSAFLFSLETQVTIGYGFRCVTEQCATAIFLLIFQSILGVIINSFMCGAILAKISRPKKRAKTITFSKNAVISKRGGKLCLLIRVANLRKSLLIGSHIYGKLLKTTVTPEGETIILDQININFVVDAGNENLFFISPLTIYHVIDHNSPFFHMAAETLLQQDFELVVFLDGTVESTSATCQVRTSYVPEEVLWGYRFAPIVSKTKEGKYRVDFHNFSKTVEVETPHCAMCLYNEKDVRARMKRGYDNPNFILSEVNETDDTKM
RAM inhibit: blocks the yeast RAM network. S. cerevisiae dse1pr::URA3 reporter, 5-FOA growth OD615, 2 d; analog-sensitive cbk1-as2 kinase mutant strain. inhibition, % at 50 µM. actives 1.8% (n = 190,000);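 active means inhibition above a set limit, 3 SD over mean compound inhibition, cut at about 8.4% in these data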;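 further: 0% = DMSO-only wells with no growth and 100% = 10 µM 1-NA-PP1 full growth; inhibition rescues growth on 5-FOA so higher OD means more RAM inhibition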
PPARg SRC3 recr: agonists of human PPARgamma SRC-3 coactivator recruitment; P37231; biochemical PPARgamma/SRC-3 coactivator recruitment assay; activation, % at 8 µM; actives 0.26% (n = 200,000); AID 731; in the data active means activation above about 23%;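 further: 0% = DMSO and 100% = reference agonist; some compounds past the cut are filed as inactive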
* = called active by the depositor; x = not tested or not shown.

item	SMILES	PPARg SRC2 recr	TR-FRET SRC-2 ct	Lmaj promast	S1P3 antagonist	PPARg SRC-1 ag	bIAP inh
1	Cc1cc(NC(=O)CN2C(=O)NC3(CCCCC3)C2=O)no1	3	1501	-4	-6	-1	25
2	O=C(Nc1ccc(Cl)cn1)c1ccc2c(c1)OCCO2	3	1637	-10	-2	5	6
3	CCOc1ccc(Nc2nc(Cc3nnc(SCC(=O)c4ccc(C)c(C)c4)o3)cs2)cc1	6	1551	-8	x	-6	20
4	CCCNC(=O)C1CC(=O)N(c2ccc(OCC(=O)Nc3cccc(C)c3C)cc2)C1 (stereo not drawn)	0	1446	-9	-33	0	-5
5	Cc1cc(C)n(CCc2nc(-c3ccc(C)o3)cs2)n1	5	1429	43	x	5	2
6	O=C1[C@@H]2[C@H](C(=O)N1Cc1ccco1)[C@H]1C=C[C@@H]2C1	6	1636	-7	x	6	6
7	CCOc1cc(S(=O)(=O)n2cc(-c3ccc(F)cc3)c(N)n2)cc(OCC)c1OCC	4	1399	33	22	5	0
8	CCC1=NNc2cccc3c(OC)ccc1c23	13	1473	100*	x	4	x

item	Redox H2O2 prof	HMGR II inh	ROMK primary	RAM inhibit	PPARg SRC3 recr
1	0.0	-4	0.15	3.2	-2
2	-0.4	-5	x	2.6	6
3	0.2	0	-0.15	6.9	1
4	-0.4	-8	x	0.8	-1
5	0.5	2	-0.92	0.8	6
6	-0.5	-4	x	0.3	-1
7	2.1	2	x	9.0*	-2
8	1.5	-3	-0.37	6.9	-3

(list continues)
item	SMILES	PPARg SRC2 recr	TR-FRET SRC-2 ct	Lmaj promast	S1P3 antagonist	PPARg SRC-1 ag	bIAP inh
9	CCOC(=O)Cn1c(C)cc(=O)c2cccc(C)c21	-2	1544	0	-4	-1	7
10	CCOC(=O)c1sc(NC(=O)CSc2nnc(C(C)C)n2CC)nc1C	-3	1594	7	14	10	7
11	COc1c(OC(C)=O)ccc(/C=C/c2ccc3ccccc3n2)c1[N+](=O)[O-]	4	1509	-3	x	-7	30
12	CC1CCCN(CC(O)COCC2COc3ccccc3O2)C1 (stereo not drawn)	7	1484	86*	x	-4	6
13	COc1cc(CNC23CC4CC(CC(C4)C2)C3)ccc1OCc1ccccc1	3	1521	79*	-9	-2	-21
14	CC1=NN(C(=O)c2csc(C(C)C)c2)C(O)(C(F)(F)F)C1 (stereo not drawn)	-6	1282	5	6	-6	11
15	COc1ccc(CC(=O)NC(CC(=O)O)c2cccc([N+](=O)[O-])c2)cc1 (stereo not drawn)	-1	1540	-9	0	-3	2
16	CCCCC(=O)Nc1cc(OC)c(NC(=S)NC)cc1OC	3	1689	-3	-3	0	1

item	Redox H2O2 prof	HMGR II inh	ROMK primary	RAM inhibit	PPARg SRC3 recr
9	-0.1	12*	-1.1	0.1	5
10	-0.5	4	-1.8	-0.7	0
11	1.5	-3	x	0.1	4
12	2.0	2	x	1.3	-5
13	-0.3	-6	-1.4	-1.0	4
14	0.0	1	x	0.1	-4
15	-0.5	4	0.25	2.9	4
16	-0.2	2	0.14	-0.6	1

Fetched one by one from the list above, 5 records:
item	SMILES	PPARg SRC2 recr	TR-FRET SRC-2 ct	Lmaj promast	S1P3 antagonist	PPARg SRC-1 ag	bIAP inh
10	CCOC(=O)c1sc(NC(=O)CSc2nnc(C(C)C)n2CC)nc1C	-3	1594	7	14	10	7
13	COc1cc(CNC23CC4CC(CC(C4)C2)C3)ccc1OCc1ccccc1	3	1521	79*	-9	-2	-21
9	CCOC(=O)Cn1c(C)cc(=O)c2cccc(C)c21	-2	1544	0	-4	-1	7
16	CCCCC(=O)Nc1cc(OC)c(NC(=S)NC)cc1OC	3	1689	-3	-3	0	1
11	COc1c(OC(C)=O)ccc(/C=C/c2ccc3ccccc3n2)c1[N+](=O)[O-]	4	1509	-3	x	-7	30

item	Redox H2O2 prof	HMGR II inh	ROMK primary	RAM inhibit	PPARg SRC3 recr
10	-0.5	4	-1.8	-0.7	0
13	-0.3	-6	-1.4	-1.0	4
9	-0.1	12*	-1.1	0.1	5
16	-0.2	2	0.14	-0.6	1
11	1.5	-3	x	0.1	4

Further records:
item	SMILES	PPARg SRC2 recr	TR-FRET SRC-2 ct	Lmaj promast	S1P3 antagonist	PPARg SRC-1 ag	bIAP inh
17	CCOC(=O)Cn1c(CN2CC(C)OC(C)C2)nc2c1c(=O)n(C)c(=O)n2C (stereo not drawn)	6	1627	-7	-19	5	5
18	CCn1c(SCC(N)=O)nnc1-c1ccc(OC)c(OC)c1	0	1513	-4	-26	9	10
19	CCOC(=O)CN1C(=O)C(O)=C(C(C)=O)C1c1ccc(F)cc1 (stereo not drawn)	0	1280	-7	-2	6	3
20	CCC(CC)C(=O)Nc1cccc(C(=O)NCCc2ccc(S(N)(=O)=O)cc2)c1	11	1696	-3	x	2	-2
21	COc1ccc(/C=C\c2nc(=O)c3ccccc3o2)cc1	2	1650	84*	-12	0	10
22	CCOC(=O)C1=C(N)OC(C)=C(C#N)C1c1ccco1 (stereo not drawn)	4	1580	-3	7	5	-6
23	NC1=NC(=O)CC(C(=O)Nc2cccc3ccccc23)S1 (stereo not drawn)	-1	1560	-7	-11	-2	4
24	CCOC(=O)N=Nc1c2ccccc2c2nc3no[nH]c3nc12	6	1537	101*	31*	0	-10

item	Redox H2O2 prof	HMGR II inh	ROMK primary	RAM inhibit	PPARg SRC3 recr
17	-0.1	-2	x	0.8	0
18	0.7	-5	x	0.9	10
19	2.4	0	-0.055	0.0	-3
20	-0.1	-5	0.78	0.4	11
21	-0.4	-3	-0.61	1.0	7
22	-0.3	3	-0.032	0.0	-1
23	-0.1	-5	1.1	-0.3	5
24	-1.8	0	1.6	1.6	2

(list continues)
item	SMILES	PPARg SRC2 recr	TR-FRET SRC-2 ct	Lmaj promast	S1P3 antagonist	PPARg SRC-1 ag	bIAP inh
25	Cc1cc(OC(C)C(N)=O)nc(-c2ccccc2)n1 (stereo not drawn)	-11	1700	1	1	9	-4
26	O=C(O)Cn1ccnc1	-2	1541	-5	-3	-5	-4
27	CCOC(=O)/C(=N\Nc1cccc(Cl)c1)Sc1nnc(-c2ccc(OC)cc2)n1C	-7	1656	-5	-10	1	23
28	CCOC(=O)C1(Cc2ccccc2C)CCCN(Cc2cc(OC)c(O)c(OC)c2)C1 (stereo not drawn)	0	1502	12	2	-1	-11
29	COC(=O)COc1ccc(S(=O)(=O)Nc2cc(OC)ccc2OC)cc1	4	1614	-2	10	8	2
30	CC(=O)Nc1ccc2nc(NC(=O)C(Cl)(Cl)Cl)sc2c1	0	1643	-1	-7	6	-1
31	COc1ccc(-c2cc(C(=O)OCC(=O)c3ccc(C)c([N+](=O)[O-])c3)c3ccccc3n2)cc1	1	1626	-4	8	6	9
32	N#Cc1c(-c2ccccc2)[nH]c(=O)[nH]c1=O	7	1537	-7	-6	10	-8

item	Redox H2O2 prof	HMGR II inh	ROMK primary	RAM inhibit	PPARg SRC3 recr
25	-1.4	-3	0.095	0.2	-1
26	0.1	0	0.73	0.8	-15
27	-0.3	-2	-0.014	-0.1	0
28	-1.0	1	-0.37	-0.1	1
29	2.9	0	x	-0.8	7
30	-1.3	0	-0.93	-0.2	2
31	1.1	1	x	6.9	3
32	-0.6	-5	0.23	1.8	1

(next part)
item	SMILES	PPARg SRC2 recr	TR-FRET SRC-2 ct	Lmaj promast	S1P3 antagonist	PPARg SRC-1 ag	bIAP inh
33	N#Cc1c(-c2ccco2)nc(SCC(=O)Nc2cccc(Cl)c2)[nH]c1=O	20	2164*	-7	-8	18	2
34	CC1CCN(S(=O)(=O)N2CCC(C(=O)N3CCC(N(C)CC4CCCO4)CC3)CC2)CC1 (stereo not drawn)	3	1588	9	-24	-1	-8
35	O=S(=O)(/N=C(/c1ccc(Cl)cc1)N1CCOCC1)c1ccc(Cl)cc1	-2	1841	-3	x	2	6
36	COc1ccc(CNc2ccc(C)c(C)c2)cc1	-3	1680	-6	0	3	8
37	N#Cc1cc(-c2ccccc2)nn1-c1ccccc1	-4	1384	-5	15	4	10
38	Cc1cc(C(=O)Cn2nnc3ccccc3c2=O)c(C)n1-c1c(C)n(C)n(-c2ccccc2)c1=O	7	1579	-3	-4	0	3
39	Cc1ccc(N=Cc2nc(-c3ccc(C)cc3)oc2O)cc1	11	1570	-1	12	8	6
40	COc1ccc(NC(=O)CC2C(=O)N(c3cccc(OC)c3)C(=O)N2CCC(C)C)cc1 (stereo not drawn)	-4	1453	1	x	1	-7

item	Redox H2O2 prof	HMGR II inh	ROMK primary	RAM inhibit	PPARg SRC3 recr
33	1.7	-1	x	5.8	22
34	-1.9	-4	x	1.8	1
35	1.6	-4	x	0.8	4
36	-0.1	-2	-0.63	0.3	1
37	-0.8	-4	x	1.6	-4
38	-0.1	0	x	1.0	4
39	-0.1	-3	0.098	2.6	4
40	0.3	1	x	0.8	4

(continued)
item	SMILES	PPARg SRC2 recr	TR-FRET SRC-2 ct	Lmaj promast	S1P3 antagonist	PPARg SRC-1 ag	bIAP inh
41	O=C(c1ccccc1/S(=N/S(=O)(=O)c1ccccc1)N1CCOCC1)N1CCOCC1 (stereo not drawn)	-7	1567	-5	14	4	5
42	CCOc1cccc(NCc2cc3c(C(C)(C)C)nn(-c4ccccc4)c3[nH]c2=O)c1	12	1546	42	x	4	-77
43	COc1ccccc1COn1c(=O)c(-c2ccco2)[n+]([O-])c2ccccc21	7	1587	6	-12	13	10
44	Clc1ccc(Nc2ncn[nH]2)cc1	1	1576	-1	x	8	8
45	COc1ccc(NC(=O)N2CCCC(CNS(=O)(=O)c3cccs3)C2)c(C)c1 (stereo not drawn)	3	1566	-4	-14	9	2

item	Redox H2O2 prof	HMGR II inh	ROMK primary	RAM inhibit	PPARg SRC3 recr
41	0.6	3	0.71	2.0	7
42	0.7	2	0.18	2.4	9
43	-0.1	-2	1.6	8.2	2
44	-5.0	1	x	0.0	4
45	-0.1	-2	-0.0025	0.7	2

Random draw from the library; any-hit rate near 13%.
